GLP1R inv ag = qHTS of GLP-1 Receptor Inverse Agonists (Inhibition Mode) | 410,000 compounds, 1.6% hits | AID 624417, 2012 | Potency, µM (highest dose often 38.3 µM), inactives show at the highest dose activity change, negative = inhibition, most hits filed as inhibitors | HEK293 GLP-1R CRE-luciferase, luminescence, 24 h; GLP-1R form is constitutively active; also: potency is read from the fitted curve at half-maximal effect; % is scaled to controls: 0 for no effect and ±100 for the full control effect; nearly all actives have a fitted effect of over 55% in size
Target sequence (P43220 whole entry, looked up): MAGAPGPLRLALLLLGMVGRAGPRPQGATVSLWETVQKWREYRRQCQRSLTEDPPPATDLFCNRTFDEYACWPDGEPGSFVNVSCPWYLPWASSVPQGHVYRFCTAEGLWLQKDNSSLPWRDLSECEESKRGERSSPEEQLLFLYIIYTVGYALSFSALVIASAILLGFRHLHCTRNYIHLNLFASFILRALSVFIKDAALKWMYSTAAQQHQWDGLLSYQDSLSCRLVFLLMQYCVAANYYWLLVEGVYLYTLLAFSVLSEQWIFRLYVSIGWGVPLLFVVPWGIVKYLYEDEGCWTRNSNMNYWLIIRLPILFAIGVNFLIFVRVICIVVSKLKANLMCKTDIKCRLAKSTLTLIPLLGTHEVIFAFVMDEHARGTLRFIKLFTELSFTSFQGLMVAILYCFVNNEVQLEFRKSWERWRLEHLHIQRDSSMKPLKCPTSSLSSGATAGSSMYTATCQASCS
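Cells are plated, allowed 12 hours at 37 deg C, then treated with compounds for 24 hr before luciferase detection reagent is added and luminescence is read after 12 min at room temperature. The HEK293 line carries constitutively active GLP-1R with a cAMP-responsive reporter.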
D3 antag = qHTS of D3 Dopamine Receptor Antagonist: qHTS | D3R cells, DiscoveRx beta-arrestin luminescence, antagonist mode; hits give low values | max response, negative = inhibition, % | 360,000 compounds, 2.5% hits | D(3) dopamine receptor (Homo sapiens), P35462; in the data active = max response below about -50%; inconclusive = no clear call, values can overlap the other calls; also: % is scaled to controls: 0 for no effect and ±100 for the full control effect; mostly tested at two doses, the higher about 12 µM
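Cells expressing the human receptor were seeded at 1500 cells/well, incubated overnight at 37 degrees C in 5% CO2, then exposed to library compounds with dopamine controls for 90 minutes at 37 degrees C before luminescent detection.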
Abeta yeast res = qHTS for compounds that reverse cellular toxicity of Amyloid beta (A-beta) peptide in yeast: Primary Screen | Potency, µM (doses to about 46.1 µM), inactives show at the highest dose growth rescue, hits mostly activators | 410,000 compounds, 0.063% hits | yeast expressing A-beta42, growth rescue, OD600, 48 h; response scale: 0% DMSO, 100% iron-clioquinol control; also: potency is read from the fitted curve at half-maximal effect; nearly all actives have a fitted effect of over 55% in size
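Growth rescue measured by 600 nm absorbance after 48 h yeast culture at 30 C with compound. Values normalized between DMSO and an equimolar ferric chloride plus clioquinol control.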
Akt phos inh = HTS Assay for Inhibitors of Akt Phophorylation: Primary Screen; Neuro2A IGF-stimulated pAkt S473 HTRF, 20 min; hits give low values; activity change, % for hits at 50 µM; 360,000 compounds, 0.32% hits; AID 651550, 2012; in the data active = activity change below about -80%; inconclusive = mostly about -51% to -80%; also: % is scaled to controls: 0 for no effect and ±100 for the full control effect
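Neuro2A cells (4,500/well, DMEM with 0.5% FBS) were treated with compound at a single 50 µM final concentration, stimulated with 6 nM IGF for 20 min at 37 °C, and lysed. Phospho-Akt Ser473 was read by HTRF as 665/615 ratio ×10^4.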
TDP-43 yeast inh = qHTS of TDP-43 Inhibitors; 410,000 compounds, 1.8% hits; Potency, µM (highest dose often 46.1 µM), without a hit: top-dose growth rescue (activation), usual class: activators; TDP-43 expressing yeast growth rescue, BacTiter-Glo, 24 h; also: potency is read from the fitted curve at half-maximal effect; % of control where 0% means no effect; nearly all actives have a fitted effect of over 50% in size
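Yeast cells expressing TDP-43 under galactose induction are exposed to compounds for 24 hr at 30 deg C. BacTiter-Glo luminescence measures growth, so protective compounds score as activators.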
PTHR1 agonist = qHTS for PTHR1 Agonists: Primary Screen | AID 743266, 2014 | HEK293 GP2 PTHR1 cells, GloSensor cAMP luminescence, 1 h | Potency, µM (highest dose often 115 µM), for the others: at the top dose activation, usual class: activators | 410,000 compounds, 0.075% hits; also: potency is read from the fitted curve at half-maximal effect; nearly all actives have a fitted effect of over 55% in size; some results filed as inactive show a strong effect at the top dose; inactives centre near -15; many of its hits are not listed in these tables
Target sequence (Q03431 whole entry, looked up): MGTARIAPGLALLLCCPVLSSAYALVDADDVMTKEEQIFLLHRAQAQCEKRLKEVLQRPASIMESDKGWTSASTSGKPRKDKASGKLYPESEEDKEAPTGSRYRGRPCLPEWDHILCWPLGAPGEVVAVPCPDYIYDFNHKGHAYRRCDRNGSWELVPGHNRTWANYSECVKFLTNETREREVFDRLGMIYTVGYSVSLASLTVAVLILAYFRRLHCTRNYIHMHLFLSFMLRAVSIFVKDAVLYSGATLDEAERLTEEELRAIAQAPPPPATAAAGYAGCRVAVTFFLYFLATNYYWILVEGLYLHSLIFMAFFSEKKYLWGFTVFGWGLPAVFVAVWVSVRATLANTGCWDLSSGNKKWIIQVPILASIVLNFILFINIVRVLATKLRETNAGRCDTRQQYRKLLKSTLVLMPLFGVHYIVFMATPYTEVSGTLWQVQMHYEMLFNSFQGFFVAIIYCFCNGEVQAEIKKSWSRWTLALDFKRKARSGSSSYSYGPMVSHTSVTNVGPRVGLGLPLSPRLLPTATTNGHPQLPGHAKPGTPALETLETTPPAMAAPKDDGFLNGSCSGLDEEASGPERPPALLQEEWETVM
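HEK-293-derived GP2 cells expressing PTHR1 and a GloSensor cAMP reporter, 3,000/well, plated overnight, given luciferin plus IBMX (each 0.5 mM as added) for 1 h at 37 °C, then compound for 1 h at 37 °C. Luminescence was read after 15 min at room temperature.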
FUS suppressor = qHTS for Suppressors of FUS Proteinopathy: Primary screen using FUS-linked yeast assay; S. cerevisiae FUS-expressing, growth rescue, OD600, 24 h; Potency, µM (highest dose often 76.6 µM), inactives show top-dose growth rescue (activation), hits mostly activators; 390,000 compounds, 0.24% hits; AID 1347120, 2019;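 also: potency is read from the fitted curve at half-maximal effect; plate controls were DMSO vehicle for no effect and reference control for full effect; nearly all actives have a fitted effect of over 55% in size; some results filed as inactive show a strong effect at the top dose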
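Yeast FUS proteinopathy model; galactose-induced FUS (2%), starting OD 0.005. Cpds in dilution series, 24hr, 30C, 99% humidity. Abs 600 nm growth. Pos ctrl CP55940 (top 92uM final); neg ctrl DMSO.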
GLP-1R agonist = qHTS of GLP-1 Receptor Agonists; AID 624172, 2012; Potency, µM (titrated, usually from 45.6 µM), for inactives: top-dose activation, most hits filed as activators; Glucagon-like peptide 1 receptor (Homo sapiens), P43220; HEK293 GLP-1R CRE-luciferase, luminescence, 4-6 h; cells express a hypersensitive GLP-1R form; 380,000 compounds, 0.007% hits; also: potency is read from the fitted curve at half-maximal effect; % of control where 0% means no effect
aSyn rescue = qHTS of alpha-syn Inhibitors; Yeast expressing alpha-synuclein, growth rescue, BacTiter-Glo, 24 h; Potency, µM (top dose mostly 46.1 µM), for inactives: top-dose growth rescue (activation), usual class: activators; 370,000 compounds, 0.14% hits; AID 652106, 2013; also: potency is read from the fitted curve at half-maximal effect; % of control where 0% means no effect; nearly all actives have a fitted effect of over 65% in size
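Readout is rescue of growth in alpha-synuclein-expressing yeast, so inhibitors of toxicity appear as activators. Growth after 24 hr at 30 deg C in galactose medium is quantified by luminescence.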
* hit, by the source's call; i = inactive; ? = inconclusive; . = no result given; & = joins results of further samples; [ ] = another dose, or the depositor's remark. Unless noted, calls follow the shape of the dose curve; as a rule, active = well fitted curve in the direction sought with a large enough effect; inconclusive = small, poorly fitted or top-dose-only effect, or another doubt; inactive = no such curve, though single readings can be large; an effect the other way counts as inactive or inconclusive. This is a subset. The share of hits here may be higher or lower than overall.

SMILES	GLP1R inv ag	D3 antag	Abeta yeast res	Akt phos inh	TDP-43 yeast inh	PTHR1 agonist	FUS suppressor	GLP-1R agonist	aSyn rescue
CCCCn1c(SCC(=O)NC(=O)Cc2ccccc2)nc2ccccc2c1=O	-2%	-14	25%	i	29%	-29%	5%	7%	-1%
CCCCOc1ccc(N(CC(=O)NCc2ccccc2)C(=O)c2csnn2)cc1	?	3	-13%	i	-14%	-42%	30%	18%	9%
O=C(NCCc1ccccc1)c1cccc2c(-c3cccnc3)coc12	11%	-13	-31%[inhibitor]	i	?	10%	?	31%	1%
Cc1cc(N2CCN(S(=O)(=O)c3ccc(Br)cc3)CC2)n2ncnc2n1	40%[activator]	-12	-8%	i	20%	-11%	9%	8%	-4%
CC(=O)Oc1cccc(N2C(=O)c3ccccc3C2=O)c1	21%	0	-1%	i	12%	i	-7%	-3%	5%
CCn1c2ccccc2c2nnc(SCC(=O)NCCOC)nc21	6%	10	14%	.	-7%	i	13%	13%	3%
COc1cccc(NC(=O)NCCC2=CCCCC2)c1	?	-9	0%	i	19%	-38%[inhibitor]	-14%	10%	-15%
NC(=O)C1CNc2ccccc2O1 (configuration not stated)	8%	-16	23%	i	-4%	i	-22%	-9%	4%
CCC(C)c1ccccc1N1CC(C(=O)N2CCN(S(=O)(=O)c3ccccc3Br)CC2)CC1=O (configuration not stated)	?	2	2%	i	-23%	i	?	12%	0%
COc1cc(NC(=O)C(C)Oc2ccccc2)cc(OC)c1 (configuration not stated)	?	-11	-5%	i	7%	i	13%	-1%	-18%
COc1cccc(N2CCN(C(=O)C3CCCN(c4ncnc5c4nc4n5CCCCC4)C3)CC2)c1 (configuration not stated)	4.5µM*	46	-13%	i	?	i	39%	10%	-12%
COCCNC(=O)CNC(=S)N(Cc1ccccc1)Cc1cccnc1	3%	?	-11%	i	6%	i	5%	5%	0%
CC1(C)CC(=O)C=C(Nc2ccc(Br)cc2F)C1	-5%	8	4%	i	-18%	-24%	6%	-1%	-3%
COc1ccc(CNC(=O)C2CCN(S(=O)(=O)c3cccc(C(F)(F)F)c3)CC2)cc1	6%	-7	2%	i	-1%	0%	16%	-11%	-2%
Cc1ccc(C(=O)NCC(=O)OCC(=O)c2c(N)n(C)c(=O)n(C)c2=O)s1	15%	-10	4%	i	1%	-3%[57.5 µM]	9%	-16%	0%
CCc1ccc(OCC(=O)N/N=C(\C)c2ccc3c(c2)OCCO3)cc1	13%	12	23%	i	-2%	i	-3%	26%	0%
COc1cccc(NC(=S)NC(=O)c2cccnc2)c1	9%	-28	15%	i	?	-6%	-5%	0%	0%
NS(=O)(=O)c1ccc(CCNC(=O)CN2CCN(c3cccc(Cl)c3)CC2)cc1	-33%	5	15%	i	3%	-34%[inhibitor]	10%	-10%	0%
COc1ccc(CCC(=O)N(C)CC(=O)Nc2ccc(N3CCOCC3)cc2)cc1	15%	-7	-7%	i	-17%	i	10%	5%	-5%
O=C(O)C(Cc1ccccc1)NC(=O)C(Cc1ccccc1)NC(=O)C12CC3CC(CC(C3)C1)C2 (configuration not stated)	-11%	-7	3%	i	-1%	i	30%	3%	-15%
O=C(CCN1C(=O)C2CC=CCC2C1=O)OCC(=O)c1ccc(F)cc1 (configuration not stated)	-7%	8	-15%	i	17%	-4%	-13%	11%	3%
CCc1ccc(NC(=O)c2noc3c2CCc2ccccc2-3)cc1	?	1	5%	i	15%	i	-32%	-22%	-3%
COc1ccc(NC2CCCN(C(=O)c3ccc(OC)cc3OC)C2)cc1 (configuration not stated)	4%	-11	-20%	i	-20%	22%	15%	3%	12%
Nc1ccc(C(=O)NC2CCSc3ccccc32)cc1[N+](=O)[O-] (configuration not stated)	?	-6	5%	i	?	i	28%	3%	?
O=C1Nc2ccccc2-n2nnnc2C1N1CCN(C(=O)c2ccco2)CC1 (configuration not stated)	-9%	3	-10%	i	11%	-1%	4%	.	-4%
O=C(c1ccc2c3c(cccc13)CC2)C1CCCN(Cc2ccccn2)C1 (configuration not stated)	?	-51*	-8%	i	-15%	-3%	21%	12%	14%
COc1cc(NC(=O)c2cc(-c3cccc(Cl)c3)on2)c(OC)cc1Cl	2%	.	-8%	.	2%	i	-15%	.	.
CCCCCOc1ccccc1C(=O)NCCCC(=O)O	-7%	9	4%	i	-8%	?	20%	21%	6%
CC(C)(C)Cc1c(-c2ccc(Br)cc2)nc2ccc(Cl)cn12	?	20	-3%	i	?	-1%	-20%	-7%	-36%[inhibitor]
O=C(Cn1cc2c(n1)CCCCC2)NCc1cccs1	4%	-13	-11%	i	0%	-3%	-5%	-6%	-18%

Quoted from the entries so far, 4 compounds:
SMILES	GLP1R inv ag	D3 antag	Abeta yeast res	Akt phos inh	TDP-43 yeast inh	PTHR1 agonist	FUS suppressor	GLP-1R agonist	aSyn rescue
CCCCn1c(SCC(=O)NC(=O)Cc2ccccc2)nc2ccccc2c1=O	-2%	-14	25%	i	29%	-29%	5%	7%	-1%
CCCCOc1ccc(N(CC(=O)NCc2ccccc2)C(=O)c2csnn2)cc1	?	3	-13%	i	-14%	-42%	30%	18%	9%
O=C(NCCc1ccccc1)c1cccc2c(-c3cccnc3)coc12	11%	-13	-31%[inhibitor]	i	?	10%	?	31%	1%
Cc1cc(N2CCN(S(=O)(=O)c3ccc(Br)cc3)CC2)n2ncnc2n1	40%[activator]	-12	-8%	i	20%	-11%	9%	8%	-4%

(list continues)
SMILES	GLP1R inv ag	D3 antag	Abeta yeast res	Akt phos inh	TDP-43 yeast inh	PTHR1 agonist	FUS suppressor	GLP-1R agonist	aSyn rescue
COc1ccc(OC)c(CNC(=O)CCS(=O)(=O)c2ccc3c(c2)oc(=O)n3C)c1	3%&10%	1	-16%&-2%	i	-10%&10%	i	?	-1%	0%
OCCCNc1ncnc2c1ncn2[C@H]1CN(Cc2ccc3c(c2)OCO3)C[C@@H](CO)O1	-12%	-21	1%	i	0%	-8%	-8%	7%	-18%
CCn1cc(C(=O)OC)c(=O)c2ccc(C)nc21	0%	6	-7%	i	28%	-5%	14%	1%	-5%
CCOc1ccc(N(CC)S(=O)(=O)N2CCCC(C(=O)Nc3ccc(C(C)=O)cc3)C2)cc1 (configuration not stated)	1%	.	-7%	.	3%	-50%[inhibitor]	-14%	.	.
CCN(CC)S(=O)(=O)c1cc(NC(=O)c2ccc3c(c2)NC(=O)C(C)S3)ccc1C (configuration not stated)	-23%	23	9%	i	22%	-39%[inhibitor]	9%	-3%	3%[1.84 µM]
CC(C)C(=O)Nc1ccccc1N1CCN(C(=O)c2ccccc2)CC1	0%	0	-1%	i	-5%	i	-8%	-1%	6%
Cc1ccc(C(=O)c2nc(C(=O)NCCO)nc3ccccc23)cc1	17%	-25	-13%	i	-3%	-9%	-2%	0%	-9%
CCCCCCn1c(=O)n2n(c1=O)C[C@]1(OC(=O)NCc3ccccc3F)CN(S(=O)(=O)c3ccc(C)cc3)C[C@]1(O)C2	?	0	3%	i	0%	-71%[inhibitor]	32%	3%	0%
Nc1[nH]c(C(=O)c2ccccc2)c(-c2ccc(Cl)cc2Cl)c1C(=O)c1ccc(Br)cc1	22%	-10	12%	i	-7%	i	-10%	-4%	0%
CCc1ccc(N(C(=O)c2csnn2)C(C(=O)NC(C)(C)C)c2ccncc2)cc1 (configuration not stated)	0%	19	16%	.	-9%	-15%[57.5 µM]	24%	-9%	1%
Cc1ccc2c(c1)cc1c(=O)n(Cc3ccccc3Cl)nc(C)n12	6%	.	-16%	.	7%	-14%	18%	.	.
O=C(O)CNC(=O)C1COc2ccccc2O1 (configuration not stated)	14%	6	0%	i	10%	i	-19%	0%	5%
CCS(=O)(=O)Nc1cccc(-c2cn3c(n2)SCC3)c1	9%	4	.	i	12%	i	29%	-6%	-1%
CC[C@H](C)[C@H](NC(N)=O)C(=O)Nc1ccc(C)cc1	31%[activator]	13	12%	i	2%	i	-12%	-8%	0%
COc1cccc(NC(=O)COC(=O)c2c3c(nc4ccccc24)CCC(C)C3)c1 (configuration not stated)	5µM*	33	-27%	i	3%	?	38%	-20%	-22%
Cc1ccc(-c2csc3nc(CSc4nnc(-c5ccc(Cl)cc5)n4C)[nH]c(=O)c23)cc1	?	0	23%	i	?	i	7%	-9%	1%
O=C(N/N=C/c1ccc(Cl)cc1Cl)c1cccc(F)c1	0%	-17	30%	i	4%	-23%[57.5 µM]	19%	-11%	-1%

Arranged by number of heavy atoms (smallest number first): 3 of the compounds above.
SMILES	GLP1R inv ag	D3 antag	Abeta yeast res	Akt phos inh	TDP-43 yeast inh	PTHR1 agonist	FUS suppressor	GLP-1R agonist	aSyn rescue
COc1ccc(OC)c(CNC(=O)CCS(=O)(=O)c2ccc3c(c2)oc(=O)n3C)c1	3%&10%	1	-16%&-2%	i	-10%&10%	i	?	-1%	0%
CCOc1ccc(N(CC)S(=O)(=O)N2CCCC(C(=O)Nc3ccc(C(C)=O)cc3)C2)cc1 (configuration not stated)	1%	.	-7%	.	3%	-50%[inhibitor]	-14%	.	.
CCCCCCn1c(=O)n2n(c1=O)C[C@]1(OC(=O)NCc3ccccc3F)CN(S(=O)(=O)c3ccc(C)cc3)C[C@]1(O)C2	?	0	3%	i	0%	-71%[inhibitor]	32%	3%	0%
